Assay outcomes: PubChem, several laboratories
MsrA inhibitor – inhibits bovine methionine sulfoxide reductase A; 360,000 compounds, 0.75% hits; AID 651718; purified bovine MsrA, absorbance read-out; inhibition, % at 15.5 µM; in the data active = inhibition above about 4.5%;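 note: 0% = vehicle wells with enzyme and 100% = reference inhibitor wells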
FAS-TE inh – FAS thioesterase (human) inhibition | 360,000 compounds, 0.67% hits | inhibition, % at 15 µM | AID 602261 | P49327 | recombinant FAS-TE, OMFH fluorogenic substrate, fluorescence endpoint;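 active = compounds whose normalised, plate-corrected inhibition of enzyme fluorescence in the single-dose primary screen is 50% or more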;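 note: 0% = DMSO with enzyme and 100% = substrate without enzyme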
Tb MetRS inh – Trypanosoma brucei MetRS inhibition; inhibition, % at 11.9 µM; purified T. brucei MetRS, ATP depletion, Kinase-Glo luminescence; AID 624268; 360,000 compounds, 0.4% hits;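 active = inhibition above a per-plate cutoff of the control wells' mean inhibition plus 3 SD, cut at about 5.5% in these data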;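 note: 0% = DMSO wells median and 100% = median of wells with control inhibitor compound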
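Test system: purified T. brucei MetRS enzyme. Also added: ATP, methionine and E. coli bulk tRNA substrates. Compound: 11.9 µM single point. Schedule: 15 min enzyme-compound preincubation, 2 h reaction, 10 min detection, 25 °C. Signal: luciferase luminescence of residual ATP, Kinase-Glo. Evaluation: percent inhibition versus plate control medians. Controls: DMSO wells, low control.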
CSN deneddyl inh – CSN deneddylation inhibition. 360,000 compounds, 0.38% hits. Q92905. Purified CSN, SCF-Nedd8-OG deneddylation, fluorescence polarization. inhibition, % at 12.5 µM;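 active = pattern-corrected inhibition above about 35%, with an unprinted fluorescence ratio check between 0.5 and 1.5, limit read from the data, passing the limit was not always enough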;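 note: 0% = enzyme with substrate and 100% = substrate without enzyme; some results filed as inactive read as strong as hits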
Target sequence (Q92905 whole entry, looked up, one chain of several): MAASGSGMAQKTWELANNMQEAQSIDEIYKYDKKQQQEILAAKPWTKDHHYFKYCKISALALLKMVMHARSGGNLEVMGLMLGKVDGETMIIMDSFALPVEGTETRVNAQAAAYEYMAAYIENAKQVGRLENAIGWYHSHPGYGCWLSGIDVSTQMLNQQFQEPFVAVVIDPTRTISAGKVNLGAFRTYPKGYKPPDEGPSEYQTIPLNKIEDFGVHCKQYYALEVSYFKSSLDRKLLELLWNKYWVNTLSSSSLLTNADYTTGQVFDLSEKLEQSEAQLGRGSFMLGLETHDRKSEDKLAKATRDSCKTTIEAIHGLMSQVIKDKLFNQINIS
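Test system: Human Csn5 produced in HEK293T cells | Compound: 12.5 µM single point | Times: 90 min, room temperature | Signal: Fluorescence polarization readout | Read-out basis: % inhibition of substrate cleavage by Csn5 | Controls: no-enzyme wells high, enzyme-with-substrate wells low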
Rin1 Abl inh – inhibitors of human Rin1-Abl protein interaction; 360,000 compounds, 0.4% hits; inhibition, % at 7.35 µM; AID 588664; P00519+Q13671; TR-FRET Rin1/Abl binding, biochemical; in the data active = inhibition above about 5%, passing the limit was not always enough
PABP1 MLLE inh – inhibitors of microRNA-mediated deadenylation, human PABP1 MLLE binding | GST-MLLE / FITC-PAM2 fluorescence polarization | inhibition, % at 20 µM | 360,000 compounds, 0.36% hits | AID 588489 | P11940; in the data active = inhibition above about 35%, passing the limit was not always enough;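 note: plate controls were DMSO wells with GST-MLLE for no effect and wells lacking GST-MLLE protein for full effect; some results filed as inactive read as strong as hits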
eLon inh – inhibits E. coli Lon protease | 360,000 compounds, 0.42% hits | purified E. coli Lon protease, fluorescence polarization | AID 602123 | P0A9M0 | inhibition, % at 7.94 µM; in the data active = inhibition above about 13%, passing the limit was not always enough;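 note: 0% = enzyme with probe and DMSO and 100% = no enzyme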
Neddylation inh – cullin neddylation inhibition; AID 651699; calls only at 25 µM; TR-FRET cullin neddylation, biochemical; 360,000 compounds, 0.58% hits; in the data active = inhibition above about 36%
Target sequence (P61081 whole entry, looked up): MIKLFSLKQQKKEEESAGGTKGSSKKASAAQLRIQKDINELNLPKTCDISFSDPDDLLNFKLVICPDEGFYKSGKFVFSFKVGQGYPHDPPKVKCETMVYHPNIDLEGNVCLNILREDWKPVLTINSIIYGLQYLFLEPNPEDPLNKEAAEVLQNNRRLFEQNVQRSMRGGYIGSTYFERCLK
Target sequence (Q13564 whole entry, looked up): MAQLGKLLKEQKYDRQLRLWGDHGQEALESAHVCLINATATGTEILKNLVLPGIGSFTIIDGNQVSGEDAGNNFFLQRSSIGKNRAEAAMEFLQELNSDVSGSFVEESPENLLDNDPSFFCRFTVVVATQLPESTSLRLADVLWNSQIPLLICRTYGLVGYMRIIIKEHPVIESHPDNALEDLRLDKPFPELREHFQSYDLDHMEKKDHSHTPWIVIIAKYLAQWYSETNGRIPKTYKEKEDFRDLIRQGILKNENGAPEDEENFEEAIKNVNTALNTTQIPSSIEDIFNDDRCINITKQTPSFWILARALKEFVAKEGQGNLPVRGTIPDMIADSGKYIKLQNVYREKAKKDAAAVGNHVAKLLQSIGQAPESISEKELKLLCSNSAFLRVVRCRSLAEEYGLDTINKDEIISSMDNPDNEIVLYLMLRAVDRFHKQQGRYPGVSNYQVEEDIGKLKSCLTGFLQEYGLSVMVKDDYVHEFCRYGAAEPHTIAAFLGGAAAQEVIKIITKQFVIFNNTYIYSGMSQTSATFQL
bovine MsrA act – activates bovine MsrA enzyme; purified bovine MsrA, absorbance read-out; activation, % at 10.6 µM; 360,000 compounds, 0.3% hits; AID 602163; in the data active = activation above about 7.5%;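 note: 0% = vehicle and 100% = reference activator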
Starred values were filed as active, the others as inactive; i = inactive; · = no result given.

smiles	MsrA inhibitor	FAS-TE inh	Tb MetRS inh	CSN deneddyl inh	Rin1 Abl inh	PABP1 MLLE inh	eLon inh	Neddylation inh	bovine MsrA act
Cn1c(=O)c2c(nc(SCCN3CCOCC3)n2Cc2ccc(Cl)cc2)n(C)c1=O	-0.1	2	0.2	-2	2	-69	9	i	-1
CCCCC(CC)CNC(=O)CN(C)S(=O)(=O)c1cccc2nsnc12 (centres undefined)	0.5	6	0.7	0	-3	-16	11	i	-1
CCCc1cnc(Nc2nc(C(N)Cc3ccc(C(F)(F)F)cc3)cs2)nc1 (centres undefined)	-2.0	-13	-0.5	1	2	6	-1	i	-4
CCN(CC)C(=O)c1ccccc1NS(C)(=O)=O	0.3	-7	-1.1	2	5	-6	5	i	1
CCOC(=O)C1=C(COC(=O)COc2cccc(C)c2C)NC(=O)NC1C (centres undefined)	0.0	-4	0.0	3	0	3	-8	i	0
O=C(NCc1ccccc1Cl)c1ccc2c(c1)SC1=NS(=O)(=O)CCN12	0.3	-8	-0.2	2	-3	-31	-4	i	-2
CCNC(=O)CC1C(=O)N(CC)C(=S)N1NC(=O)c1ccccc1 (centres undefined)	-2.0	-4	-0.1	2	-4	-5	-7	i	-2
NC(=O)C1CCCN(C(=O)CNC(=O)C23CC4CC(CC(C4)C2)C3)C1 (centres undefined)	-0.5	-4	-0.4	6	2	-8	0	i	-2
Cc1nn(-c2ccccc2)c(C)c1S(=O)(=O)O	1.0	-3	-0.2	-6	4	1	-4	i	-4
O=C(Nc1c[nH]c(=O)[nH]c1=O)c1cc([N+](=O)[O-])cc([N+](=O)[O-])c1	0.7	-4	-0.7	1	-2	0	-12	i	1
COc1cc(C(C)=O)ccc1OCCCOc1cccc2cccnc12	-0.6	1	0.0	-6	-2	15	1	i	-2
COc1cccc(C(=O)C(=O)N2CCN(C(=O)OCc3ccccc3)CC2)c1	1.5	·	-0.2	-2	·	·	·	i	·
CCN(Cc1ccncc1)C(=O)C1CCC(=O)N(Cc2ccc(Cl)cc2)C1 (centres undefined)	0.4	-9	-0.3	2	2	9	-3	i	-3
Cn1c2c(c3ccccc31)CCN(CCCCN1CCN(c3ccccc3)CC1)C2=O	1.1	10	-0.4	-3	1	-20	-6	i	-3
O=C(CC1C[C@H](C(=O)N2CCCCC2)[C@@]2(CCc3ccccc3)c3[nH]c4ccccc4c3CCN2C1=O)NCc1ccco1 (some centres undefined)	1.9	28	0.0	0	-2	-6	1	i	-1
C=CCOc1cccc(/C=C2\C(=O)N(Cc3ccc(C)cc3)C(C)=C2C(=O)OC)c1	0.6	3	-0.3	3	1	-13	-1	i	0
O=C1Nc2ccc(S(=O)(=O)NCCCO)c3cccc1c23	3.2	-2	-0.3	0	-6	-9	8	·	-2
COc1ccc(CN(Cc2cccnc2)S(=O)(=O)c2ccc(-n3cnnn3)c(C)c2)cc1OC	0.0	3	-0.5	1	6	2	-8	i	-2
COc1ccc(CC(=O)OCc2cc(=O)n3cc(Br)ccc3n2)cc1OC	0.2	2	-0.1	3	1	-16	-3	i	-3
COc1ccc(C(=O)N(Cc2nc(-c3ccc(C)cc3)no2)C(C)C)cc1OC	-0.9	0	-0.5	4	-2	-1	1	i	-11
CC1(C)Cc2c(cnn2-c2ccc(F)cc2)C(NC(=O)C2=CC(=O)CC(C)(C)O2)C1 (centres undefined)	-1.1	-3	0.7	1	-1	-1	-7	i	-2
CCOC(=O)c1ccc(NC(=O)c2nc[nH]c2C(=O)N[C@@H](C)C(=O)OC(C)(C)C)cc1	-0.1	20	-0.1	-1	6	-3	-4	i	0
CC(Sc1nncn1C)C(=O)Nc1ccc(N2CCCCC2)cc1 (centres undefined)	0.8	-6	-0.3	-2	1	-46	0	i	-2
Nc1c(C(=O)Nc2ccc(F)cc2)sc2nc(-c3ccco3)ccc12	1.7	5	0.3	20	-3	-2	-10	i	-2
O=C(NCCCO)c1ccc(CSc2nc3ccccc3[nH]2)cc1	1.5	-6	-0.1	-2	-2	-32	-3	i	-1
COC(=O)c1cccc(NC(=O)CN2C(=O)C3CCCCC3C2=O)c1 (centres undefined)	1.4	-4	-0.7	5	0	7	8	i	-7
Cc1ccc(C2C(C(N)=S)=C(N)OC3=C2C(=O)CC(C)(C)C3)cc1 (centres undefined)	-1.1	-10	-0.4	1	3	28	-37	i	-5
CC(C)(C)OC(=O)N1CCOCCOCCNCCOCCOCC1	1.1	-8	-0.6	1	0	10	-1	i	0
O=C(O)C1CCN(C(=O)CSc2nnc3ccccn23)CC1	0.5	-7	-0.1	-2	0	6	8	i	-3
CC1(C)CC(=O)C=C(NC2=CC3OC(c4ccccc4)OCC3OC2=O)C1 (centres undefined)	1.3	-4	0.0	-4	-1	4	-5	i	2

Record cards, from the list above. Order of screens: MsrA inhibitor, FAS-TE inh, Tb MetRS inh, CSN deneddyl inh, Rin1 Abl inh, PABP1 MLLE inh, eLon inh, Neddylation inh, bovine MsrA act
Profile of CC(C)(C)OC(=O)N1CCOCCOCCNCCOCCOCC1 → 1.1, -8, -0.6, 1, 0, 10, -1, i, 0
Profile of Cc1ccc(C2C(C(N)=S)=C(N)OC3=C2C(=O)CC(C)(C)C3)cc1 (centres undefined) → -1.1, -10, -0.4, 1, 3, 28, -37, i, -5

Carrying on:
smiles	MsrA inhibitor	FAS-TE inh	Tb MetRS inh	CSN deneddyl inh	Rin1 Abl inh	PABP1 MLLE inh	eLon inh	Neddylation inh	bovine MsrA act
COC(=O)C1=C(C)NC(=O)/C1=C/c1ccc(CNS(=O)(=O)c2ccc(C)cc2)o1	1.1	-5	-0.1	-10	1	1	0	i	-4
COc1ccc(C(=O)Nc2nc3ccccc3[nH]2)cc1OC	0.2	-9	-0.1	1	-2	-30	3	i	-3
C=CCn1c(CNc2ccccc2)nnc1SCC(=O)N/N=C/c1ccc(O)cc1O	3.5	0	0.4	-8	1	-7	-3	i	-5
Cc1ccc(NC(=O)C(=O)NCCOc2ccc(Cl)cc2)c(C)c1	0.1	4	0.0	-8	1	-10	-19	i	-5
CN(C)S(=O)(=O)Oc1ccccc1C(=O)Nc1cccc(C(F)(F)F)c1	0.6	5	-0.1	-8	4	-11	-6	i	-1
O=C(O)CCc1nn2c3ccccc3n(CC(=O)c3ccccc3)c2nc1=O	0.0	-9	-0.5	-6	1	10	-4	·	-4
COc1ccc(CN2CCN(CCCCOc3ccc(Cl)cc3)CC2)c(OC)c1OC	0.1	0	-0.5	-1	1	17	3	i	-3
C/C(CCc1ccc2c(c1)OCO2)=N\NC(=O)c1ccccc1	-0.1	-5	-1.0	1	-2	1	3	i	-4
Nc1cccc(-c2nc3cc(S(=O)(=O)c4ccc5oc(-c6cccc(N)c6)nc5c4)ccc3o2)c1	0.5	-2	-1.2	2	3	-3	1	·	-11
CCOc1ccc(NC(=O)Nc2ccc3nccnc3c2)cc1	1.5	0	-1.3	0	-3	-13	6	i	-1
Cc1cccc(C(=O)N2CCCN(C(=O)c3cccc(C)c3)CC2)c1	-0.3	-9	-1.1	3	3	11	-12	i	-4
CCOc1ccc(Oc2ccc(NC(=O)CSc3nncn3C)cc2)cc1	0.2	-4	-0.7	4	2	-12	2	i	-9
O=C(c1ccc([N+](=O)[O-])cc1)N1CCC(Cc2ccccc2)CC1	-0.1	59*	-0.5	-2	-1	15	0	i	1
COc1ccc(-c2cc3ccccc3n2CC(O)CN2CCC(C)CC2)cc1 (centres undefined)	0.0	-20	-1.5	-5	-2	2	8	i	-11
CC(Sc1nnc(-c2ccccc2F)n1N)C(=O)NCC1CCCO1 (centres undefined)	0.8	-6	-0.4	2	6	-56	-4	i	-4
CCOc1ccc(S(=O)(=O)N2CCCCC2)cc1NC(=O)Cc1cccc(C(F)(F)F)c1	-0.7	31	-0.2	-3	2	10	0	i	-1
CN(C)C(=O)c1ccc(-c2nnc(NCc3ccccc3)c3ccccc23)cc1	1.9	-6	0.1	-6	-4	6	3	i	-1
COc1ccc(NC(=O)c2sc(=S)[nH]c2N)cc1	2.6	-12	-2.4	8	-1	9	-4	i	-6
Cc1ccc(C(=O)NCCC(=O)N2CCC3(CC2)NCCc2[nH]cnc23)cc1	-0.4	-8	-0.4	0	4	-3	-12	i	-3
Cc1cc(C)nc(SCC(=O)NNC(=O)c2cccs2)n1	0.7	-10	0.3	-1	-1	-7	5	i	-9
Cn1nnnc1SCCNC(=O)C1CCC(=O)N(Cc2cccc(C(F)(F)F)c2)C1 (centres undefined)	-0.8	-6	-0.1	0	-4	1	-4	i	-1
O=C(O)C(c1cccs1)C1(O)CCCCC1 (centres undefined)	0.0	-5	-0.2	0	3	20	-7	i	-3
Cc1ccc(NC(=O)c2ccc(S(=O)(=O)N3CCOCC3)cc2)nc1	1.0	-5	-0.5	-1	-2	-10	-5	i	-2
CCNc1nc(-c2sc(NC(=O)C(C)(C)C)nc2C)c(-n2cc(-c3ccccc3)nn2)s1	1.3	24	-1.6	-1	·	·	-8	i	-6
C=C(C)CC1N(c2cccc(OC)c2)C(=O)C2C(C(=O)O)C3C=CC21O3 (centres undefined)	0.8	-7	-0.8	-2	2	3	-1	i	-4
Cc1ccc2c(c1)N(CC(=O)NCCc1ccccc1)C(=O)c1cccnc1O2	-0.3	12	0.0	0	3	-8	-6	i	-1
Cc1ccc(C2=NS(=O)(=O)N(C)C(C(=O)N3CCOCC3)=C2)cc1	4.5	-3	-0.1	-4	-3	2	7	i	-3
CCc1ccccc1NC(=O)CNC(=O)CNC(=O)Cc1ccccc1	-0.3	-8	-0.1	-1	-1	4	5	i	0
COc1cc2c(cc1OC)C1=NC(=O)CN1C(SCc1ccc(C)cc1)=N2	0.5	-10	-0.3	7	-9	-38	-4	i	0
CC1(C(=O)NS(=O)(=O)C2CC2)CCCN(C(=O)COc2ccccc2)C1 (centres undefined)	·	-11	-0.2	-5	1	18	-7	i	-4
COc1ccc(/C=C/C2=CC(C)(C)NC(=S)N2)cc1OC	3.5	-12	-1.0	-1	-5	-140	0	i	-13
CCOC(=O)c1cc2occc2n1CCCN1C(=O)c2ccccc2C1=O	0.9	18	-0.3	2	0	-2	-7	i	-1
COc1ccc(-c2oc3ccccc3c2C(=O)OCc2ccc(O)cc2)cc1	1.4	18	0.0	-2	0	-6	-8	i	-1
CC(C)CNC(=S)NC(=O)c1ccc(Cl)cc1Cl	0.9	23	0.6	0	2	22	-2	i	-6
COc1cccc(CN(C(=O)c2ccco2)C2CCS(=O)(=O)C2)c1 (centres undefined)	0.1	-7	-1.0	-3	2	5	-1	i	-12
CN(C1CCS(=O)(=O)C1)S(=O)(=O)c1cccc2nsnc12 (centres undefined)	-0.8	-5	-0.7	-6	0	-3	-8	i	-4
CCOC(=O)C1CCCN(C(=S)Nc2ccc(C)cc2C)C1 (centres undefined)	1.1	-10	-1.3	2	-2	-50	3	i	-12
C[C@@]12C(=O)N(Cc3ccc(Cl)cc3)CC(=O)N1[C@H]1c3ccccc3OC[C@@H]1[C@@H]2c1ccccc1	-0.2	26	0.2	-7	2	11	2	i	-2
COC(=O)c1ccc2[nH]ccc2c1	-0.1	-4	0.0	-2	-3	-19	-5	i	0
COc1ccccc1N1CCN(C2CC(=O)N(c3ccc(Cl)cc3)C2=O)CC1 (centres undefined)	0.1	-3	-0.1	5	-2	8	2	i	-4
